Screening data (PubChem)
Dengue-2 NS5 capping: Dengue-2 NS5 methyltransferase inhibitors, primary screen, biochemical, confirmation dose response (AID 588689); Genome polyprotein (Dengue virus type 2 (strain 16681-PDK53)); Dengue-2 NS5 methyltransferase capping enzyme assay, biochemical; higher % means a stronger effect; inhibition, % at 25 µM; hits with a dose series show IC50 in µM; 340,000 tested, 0.3% active; in the data active = a potency from the dose series; inconclusive = inhibition above about 29% without an active follow-up result
Large T inhibition: SV40 large T antigen inhibitors, biochemical (AID 1903). SV40 large T antigen ATPase/helicase inhibition assay; higher % means a stronger effect. one-dose inhibition, % at 20 µM; IC50 in µM for titrated hits. 310,000 tested, 0.39% active; in the data active = a potency from the dose series; inconclusive = inhibition mostly from about 32% at the one dose, without a potency; inactive = the rest, 99 in 100 with inhibition below about 32%; also: strong numbers were not always called active
XIAP displacement: XIAP antagonists, biochemical, IAP family, fluorescence polarization (AID 1018). displacement, % at 20 µM; hits with a dose series show IC50 in µM. E3 ubiquitin-protein ligase XIAP (Homo sapiens). XIAP BIR domain, fluorescence polarization peptide displacement; higher % means a stronger effect. 200,000 tested, 0.007% active; in the data active = displacement above about 50%; also: a part of the inactive calls stands beside numbers as strong as those of hits
West Nile antiviral: West Nile virus antiviral activity, cell-based, CPE readout (AID 1621) | West Nile virus-infected cells, CPE inhibition; higher % means a stronger effect | CPE inhibition, % at 10 µM, or IC50 in µM where a hit was titrated | 290,000 tested, 0.02% active; in the data active = a potency from the dose series; inconclusive = CPE inhibition mostly from about 3.7% at the one dose, without a potency; inactive = the rest, 99 in 100 with CPE inhibition below about 2.2%; also: strong numbers were not always called active
Yfh1-off respiration: enhancers of respiration in Yfh1-depleted yeast, dose response, Friedreich's ataxia, plus single-dose screen (AID 1465). S. cerevisiae Yfh1-off respiration, WST-1 reduction, 72 h; higher fold induction means a stronger effect. one-dose fold induction at 50 µM; EC50 in µM for titrated hits. 220,000 tested, 0.074% active;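 active = fold induction of absorbance versus untreated yeast above a set limit, then at least 30% activation at any dose in follow-up; inconclusive = repeats straddling the limit, or above it without dose testing; inactive = fold induction below the set limit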;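 also: activators that raise dye reduction in frataxin-depleted yeast; strong numbers were not always called active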
ER stress rescue: rescue of cells from ER stress-induced death, primary screen, 384-well, CSM14.1, thapsigargin, ATP luminescence (AID 1222); CSM14.1 thapsigargin-induced death rescue, ATP luminescence; higher % means a stronger effect; cellular ATP content (survival), % at 20 µM, or EC50 in µM where a hit was titrated; 190,000 tested, under 10 active;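 active = EC50 below 50 µM in the dose-response confirmation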;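 also: death triggered by thapsigargin at about 15 µM added after 2 h compound pretreatment; cell ATP read after overnight thapsigargin exposure of roughly 18 to 22 hours; normalized against plate controls of thapsigargin alone and 5% DMSO vehicle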
RSV antiviral HEp-2: RSV antiviral activity via CPE protection, HEp-2 cells, primary 10 µM value included (AID 2391); HEp-2 cells, RSV-induced CPE inhibition; higher % means a stronger effect; CPE inhibition, % at 10 µM; hits with a dose series show IC50 in µM; 310,000 tested, 0.13% active; in the data active = a potency from the dose series; inconclusive = CPE inhibition mostly from about 23% at the one dose, without a potency; inactive = the rest, 99 in 100 with CPE inhibition below about 21%; also: strong numbers were not always called active
WT yeast gro inh: growth inhibition of WT strain, primary screen, mitochondrial fusion inhibitor project, WT and mutant strains, chemical genetic; mitochondrial fusion phenotypic screen; inhibition, % at 10 µM; 190,000 tested, 2.1% active; in the data active = inhibition above about 58%; tested in S. cerevisiae
UTI89 phage lysis: inhibition of K1F phage lysis, E. coli UTI89, bacterial capsule biogenesis inhibitors, alamar blue (AID 488966); E. coli UTI89 K1F phage lysis, alamar blue, 2 h; higher % means a stronger effect; 340,000 tested, 0.02% active; one-dose inhibition, % at 100 µM; IC50 in µM for titrated hits;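 active = phage lysis inhibition, versus mean bacterial control, above a set limit; inconclusive = no clear call, values can overlap the other calls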;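 also: capsule biogenesis inhibitors block K1F phage lysis so surviving cells raise fluorescence; higher fluorescence means more inhibition of phage lysis; actives were called in the ten point dose series up to 300 µM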
WT yeast gro inh mutant strain: second read-out of WT yeast gro inh, no call of its own (marks repeat the call); inhibition, %; mitochondrial fusion phenotypic screen, mutant strain inhibition
Dengue-2 NS5 capping pilot replicate: also measured in Dengue-2 NS5 capping; calls as there; inhibition, %; measured here: pilot screen replicate inhibition
* hit, by the source's call; i = inactive; ? = inconclusive; · = no result given; [ ] = another dose, or the depositor's remark.

SMILES	Dengue-2 NS5 capping	Large T inhibition	XIAP displacement	West Nile antiviral	Yfh1-off respiration	ER stress rescue	RSV antiviral HEp-2	WT yeast gro inh	WT yeast gro inh mutant strain	UTI89 phage lysis	others
COc1cc(C(=O)NCc2ccc(-c3nc4ccccc4o3)cc2)cc(OC)c1OC	-10%	9%	-11%	0.6%	i	-0.6%	4.1%	33	9	0.2%
CC1CCN(c2ccc(C(=O)NCc3ccc4c(c3)OCO4)cc2[N+](=O)[O-])CC1	6%	10%	-16%	-1.3%	i	-1.4%	10.0%	27	7	3.1%
COCCn1c(=O)c2c(nc3n2CC(C)CN3CCc2ccccc2)n(C)c1=O (stereo not drawn)	-4%	6%	·	-0.3%	·	·	-0.6%	·	·	0.2%
C=CCn1c(COc2cccc3ccc(C)nc23)nnc1SCC(=O)O	-13%	-14%	-5.1%	0.1%	i	-0.5%	-0.3%	1	1	0.4%
CCCCCCC(=O)NCC(=O)OCC(=O)c1ccccc1	-2%	2%	-1.2%	0.3%	i	16%	2.9%	-9	12	1.2%
CCC(C)(C)C1CCc2[nH]nc(C(=O)NCc3ccc(OC)cc3)c2C1 (stereo not drawn)	2%	12%	·	·	·	·	2.6%	·	·	-0.1%
CCOC(=O)C1(Cc2ccccc2)CCN(Cc2cnc(N3CCOCC3)s2)CC1	-8%	-1%	-6.6%	-1.0%	i	0.0%	17%	7	2	0.6%
CCN1CC2CCCC3(C1)C(=O)NC1(CCCCC1)N=C23 (stereo not drawn)	-4%	-11%	-6.9%	-0.5%	i	-3.5%	0.2%	13	11	0.3%	Dengue-2 NS5 capping pilot replicate=-8.5
COc1ccc(Nc2cc(=O)oc3ccccc23)cc1	-1%	-5%	-12%	-0.2%	i	-1.2%	0.6%	11	13	3.4%
CCn1c(=O)c(-c2ccccc2)c(O)c2ccccc21	0%	-1%	-3.8%	-0.4%	i	·	0.9%	-1	-4	-0.3%
O=C(NCc1ccccn1)c1ccc([N+](=O)[O-])cc1	2%	7%	-5.0%	-0.4%	i	-3.0%	1.5%	-1	-15	-0.3%
COc1cc(/C=N/Nc2cccc(C)c2)ccc1OC(=O)c1cccs1	-2%	26%	-11%	0.1%	i	0.6%	-0.4%	19	26	5.4%

Looked up by structure from the entries so far:
SMILES	Dengue-2 NS5 capping	Large T inhibition	XIAP displacement	West Nile antiviral	Yfh1-off respiration	ER stress rescue	RSV antiviral HEp-2	WT yeast gro inh	WT yeast gro inh mutant strain	UTI89 phage lysis	others
CCCCCCC(=O)NCC(=O)OCC(=O)c1ccccc1	-2%	2%	-1.2%	0.3%	i	16%	2.9%	-9	12	1.2%
CC1CCN(c2ccc(C(=O)NCc3ccc4c(c3)OCO4)cc2[N+](=O)[O-])CC1	6%	10%	-16%	-1.3%	i	-1.4%	10.0%	27	7	3.1%
CCn1c(=O)c(-c2ccccc2)c(O)c2ccccc21	0%	-1%	-3.8%	-0.4%	i	·	0.9%	-1	-4	-0.3%
COc1ccc(Nc2cc(=O)oc3ccccc23)cc1	-1%	-5%	-12%	-0.2%	i	-1.2%	0.6%	11	13	3.4%
CCOC(=O)C1(Cc2ccccc2)CCN(Cc2cnc(N3CCOCC3)s2)CC1	-8%	-1%	-6.6%	-1.0%	i	0.0%	17%	7	2	0.6%
C=CCn1c(COc2cccc3ccc(C)nc23)nnc1SCC(=O)O	-13%	-14%	-5.1%	0.1%	i	-0.5%	-0.3%	1	1	0.4%
O=C(NCc1ccccn1)c1ccc([N+](=O)[O-])cc1	2%	7%	-5.0%	-0.4%	i	-3.0%	1.5%	-1	-15	-0.3%

Next part:
SMILES	Dengue-2 NS5 capping	Large T inhibition	XIAP displacement	West Nile antiviral	Yfh1-off respiration	ER stress rescue	RSV antiviral HEp-2	WT yeast gro inh	WT yeast gro inh mutant strain	UTI89 phage lysis	others
CCCC(=O)Nc1ccccc1NC(=O)c1ccc(OCC)cc1	3%	1%	-2.0%	-1.2%	i	2.4%	1.4%	-12	-14	0.3%
O=[N+]([O-])c1cccc(OCC(O)CN2CCN(S(=O)(=O)c3cc(Cl)ccc3Cl)CC2)c1 (stereo not drawn)	-5%	21%	·	-1.2%	·	·	?	·	·	0.0%
O=C(Nc1ccc(Br)cn1)c1cccc2ccccc12	-10%	1%	·	·	·	·	0.6%	·	·	-1.8%
Cc1cnc(C(=O)NC(C)CCc2ccccc2)cn1 (stereo not drawn)	-4%	10%	-8.8%	-0.9%	i	·	1.2%	-11	10	0.0%
CN(Cc1ccccc1)C1CC(=O)N(c2ccc(C(=O)O)cc2)C1=O (stereo not drawn)	0%	22%	-0.6%	0.1%	i	·	0.2%	-11	-50	-1.6%
O=C1C2ON(c3ccccc3)C(c3ccccc3F)C2C(=O)N1c1ccccc1 (stereo not drawn)	5%	7%	-7.6%	0.3%	i	-0.8%	2.0%	18	23	-0.2%
Cc1cc(Oc2ccc(=O)[nH]n2)nc(Cl)n1	-11%	11%	·	-0.1%	i	·	15%	·	·	0.1%
CC(C)(C)NC(=O)C(c1ccccc1F)N(Cc1ccco1)C(=O)c1csnn1 (stereo not drawn)	1%	2%	-4.0%	-0.5%	i	2.0%	-0.4%	-1	-2	0.1%	Dengue-2 NS5 capping pilot replicate=-7.6
O=C(Cn1ccc([N+](=O)[O-])n1)N1CCCCCC1	2%	4%	-1.4%	-0.1%	i	0.0%	0.1%	-4	-2	-1.4%[50 µM]
O=c1cc(-c2ccccc2)nc(SCCOc2ccccc2Cl)[nH]1	-9%	1%	-3.0%	0.3%	i	1.0%	1.0%	3	-4	-2.1%
Cc1ccc(/C(N)=N/OC(=O)Cc2ccccc2)cc1	-4%	15%	-12%	0.8%	i	0.8%	0.8%	7	2	4.5%
CCSC1=C(C#N)C2(CCCCC2)C2=C(CC(C)(C)CC2=O)N1	-2%	5%	-5.2%	0.3%	i	-0.2%	1.0%	-1	6	-1.4%
COc1cc(OC)cc(C(=O)NCCCNC(=O)c2ccccn2)c1	-4%	12%	·	0.1%	·	·	1.1%	·	·	1.4%[50 µM]
CCOc1ccc(C(NC(=O)CC)c2c(O)ccc3ccccc23)cc1 (stereo not drawn)	-3%	10%	·	0.3%	·	·	-1.5%	·	·	0.4%
Cc1cc(C(=O)Nc2c(C)nn(Cc3ccc(F)cc3)c2C)on1	3%	0%	-4.9%	0.2%	i	-0.6%	1.1%	-6	0	0.1%
O=C(CSc1ccc2c(c1)OCCO2)Nc1ccc(Cl)cn1	0%	-6%	1.3%	1.0%	i	-1.3%	10%	-1	5	0.5%
O=C(NCC1CCCO1)c1cc2ccccc2oc1=O (stereo not drawn)	-1%	25%	-5.6%	1.3%	i	-1.8%	-1.3%	-10	-14	0.3%
Cc1cccn2c(=O)c3cc(C(=O)NC4CCCCC4)c(=N)n(Cc4ccc(F)cc4)c3nc12	?	6%	·	1.4%	·	·	5.2%	·	·	0.3%
Cc1c(CCC(=O)N[C@@H](C)C(=O)O)c(=O)oc2cc3oc4c(c3cc12)CCCC4	-10%	4%	·	0.0%	·	·	5.1%	·	·	-0.1%
CCOC(=O)c1cc(-c2nnc(-c3cc(OC)c(OC)c(OC)c3)o2)c(C)nc1C	-7%	·	·	0.3%	i	·	0.7%	·	·	0.5%
O=C(c1ccco1)n1c(=S)nc2ccccn21	-3%	1%	-4.5%	0.2%	i	-3.5%	0.3%	9	-6	4.2%
Cc1ccc(N(C(=O)CNC(=O)c2ccco2)C(C(=O)NC2CCCCC2)c2cccnc2)cc1C (stereo not drawn)	-7%	5%	·	-0.9%	·	·	0.0%	·	·	0.3%
O=C(CC1C(=O)NCCN1Cc1ccc(F)c(F)c1)NCCn1cccn1 (stereo not drawn)	·	4%	-14%	0.8%	i	0.5%	1.6%	-7	-19	-0.1%
COC(=O)C1=CN(Cc2cccs2)C=C(C(=O)OC)C1c1cccc(Cl)c1	-10%	5%	-0.7%	-1.1%	i	-1.9%	?	31	23	-1.3%
O=C(O)CSc1c(-c2cccs2)[nH]c2ccccc12	23%	15%	-3.3%	-0.3%	i	-2.3%	3.9%	6	11	-0.3%
COc1ccccc1-n1c(SCC(N)=O)nc2sc3c(c2c1=O)CCC3	-3%	6%	·	0.7%	i	·	-0.5%	·	·	-0.1%
COC(=O)C1=C(C)OC(N)=C(C#N)C1c1ccsc1 (stereo not drawn)	6%	9%	-7.6%	-0.1%	i	1.0%	1.0%	0	-8	0.2%
COc1cc(OC)c2cc(C(=O)N/N=C/c3ccccc3O)[nH]c2c1	-3%	14%	·	?	·	·	-1.2%	·	·	0.2%
O=S(=O)(c1ccc(NCc2ccccc2)cc1)N1CCOCC1	4%	4%	·	-0.7%	·	·	1.6%	·	·	0.0%
CCCCn1c(N)c(N(CC(C)C)C(=O)CCNC(=O)c2ccc(Br)cc2)c(=O)[nH]c1=O	-4%	12%	·	·	·	·	-2.3%	·	·	0.7%[50 µM]
O=C(CN1C(=O)NC2(CCCC2)C1=O)N1CCN(S(=O)(=O)c2cccc(C(F)(F)F)c2)CC1	-10%	-2%	·	·	·	·	-1.4%	·	·	0.4%[50 µM]
CC1CN(C(=O)COc2coc(CN3CCc4ccccc4C3)cc2=O)CC(C)O1 (stereo not drawn)	0%	20%	·	·	·	·	1.6%	·	·	0.6%[50 µM]
COc1ccc(NS(=O)(=O)c2cc(NC(=O)c3sccc3C)ccc2N2CCOCC2)cc1	1%	4%	·	-0.6%	i	·	0.8%	·	·	-0.3%
CC(C)(C)C(=O)N1CCN(c2ccc([N+](=O)[O-])cc2Cl)CC1	2%	·	·	0.0%	i	·	0.4%	·	·	1.6%
N#Cc1c(-c2ccccc2Cl)cc(-c2ccccc2)nc1Br	-1%	12%	-10%	0.1%	i	-4.2%	2.6%	15	-17	-0.8%[50 µM]
CC(=O)c1ccc(NC(=O)CCC(=O)OCC(F)(F)C(F)F)cc1	-2%	2%	-0.4%	-0.5%	i	-0.6%	3.0%	12	13	0.6%
COc1ccccc1CNC(=O)CSc1ncc(C(=O)Nc2ccccc2)c(=O)n1C	1%	13%	·	·	·	·	-1.8%	·	·	0.7%[50 µM]
Cc1cc2nc(-c3ccc[nH]c3=O)[nH]c2cc1C	-6%	5%	·	-1.6%	·	·	-0.9%	·	·	-0.1%
COCC1CCN(C(=O)C2CCC(=O)N(Cc3cccc(F)c3)C2)CC1 (stereo not drawn)	3%	6%	·	-0.2%	·	·	2.2%	·	·	0.1%
O=C(Nc1ccccc1)NN(C(=O)CCl)c1ccccc1	-23%	1%	·	-1.8%	·	·	8.1%	·	·	-1.2%
